Screens: PubChem, The Scripps Research Institute Molecular Screening Center
SIAE primary – human SIAE inhibition, primary screen; Q9HAT2; SIAE FP-Rh probe binding, fluorescence polarization; inhibition, % at 9.66 µM; 370,000 compounds, 0.69% hits; AID 1053197;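 active = inhibition above a cutoff: mean of compounds within the control limits plus 3 SD of those, cut at about 17% in these data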;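 note: 0% = plate median of compound wells and 100% = probe without SIAE protein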
Target sequence (Q9HAT2 whole entry, looked up): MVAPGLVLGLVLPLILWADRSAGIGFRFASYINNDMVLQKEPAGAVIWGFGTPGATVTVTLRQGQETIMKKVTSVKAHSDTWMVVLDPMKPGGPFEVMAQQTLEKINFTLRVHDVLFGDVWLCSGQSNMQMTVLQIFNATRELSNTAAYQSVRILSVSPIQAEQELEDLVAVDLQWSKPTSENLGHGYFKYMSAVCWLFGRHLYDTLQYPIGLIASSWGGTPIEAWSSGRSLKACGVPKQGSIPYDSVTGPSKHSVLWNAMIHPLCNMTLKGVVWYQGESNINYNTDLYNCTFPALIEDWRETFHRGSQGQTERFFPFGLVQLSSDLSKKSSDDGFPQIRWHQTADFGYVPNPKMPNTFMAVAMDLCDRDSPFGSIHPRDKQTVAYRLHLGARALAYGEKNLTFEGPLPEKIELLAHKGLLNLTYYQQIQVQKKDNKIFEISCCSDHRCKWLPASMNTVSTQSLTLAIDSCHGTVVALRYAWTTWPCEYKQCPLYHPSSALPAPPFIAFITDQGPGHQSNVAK
Tn7 DDE FP – disrupts Tn7 cyclic peptide binding to fibrin D-Dimer-E complex | P02675 | FP displacement of FITC-Tn7 peptide from fibrin DD(E); 0% = median of compound wells per plate | inhibition, % at 8.3 µM | 370,000 compounds, 0.13% hits | AID 720508;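 active = inhibition above the mean of compounds falling within the control limits plus 3 SD of them, cut at about 14% in these data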;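 note: 0% = plate median of compound wells and 100% = 10 µM Aha-Tn7 peptide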
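Assay system: human fibrin DD(E) protein / Input: 2 µM fibrin DD(E) / Benchmarks: high control of 10 µM Aha-Tn7 peptide / Measured by: fluorescence polarization of the labelled Tn7 tracer / Medium: Tris buffer with calcium and detergent, pH 7.8 / Timing: 10 min compound pre-incubation, 3 h probe incubation at room temperature / Repeats: one replicate per compound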
ADAM10 inh – inhibits human ADAM10 | AID 720582 | inhibition, % at 7 µM | recombinant ADAM10, EDANS/DABCYL FRET peptide cleavage, 3 h | O14672 | 370,000 compounds, 0.62% hits;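 active = inhibition above a per-campaign cutoff equal to the mean of compounds falling between control-based bounds plus 3 SD, cut at about 20% in these data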;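 note: 0% = DMSO wells while the 100% control is not disclosed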
DDE Tn6 FP inh – disrupts Tn6 cyclic peptide binding to fibrin D-Dimer-E complex; P02675; Fibrin DD(E) TRITC-Tn6 fluorescence polarization displacement; inhibition, % at 8.3 µM; 370,000 compounds, 0.21% hits; AID 720509;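 active = inhibition above a per-campaign cutoff: mean of compounds within control limits plus 3 SD, cut at about 15% in these data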;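 note: 0% = median of all compound wells on the plate and 100% = blocking peptide control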
ASAP1 GAP inh – inhibitors of human ASAP1 ArfGAP activity. ASAP1-stimulated ARF1 GTP hydrolysis, GDP FP detection. 360,000 compounds, 0.19% hits. inhibition, % at 16.5 µM; in the data active = inhibition above about 25%;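 note: 0% = vehicle with enzyme and substrate and 100% = no enzyme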
ADAM17 inh – inhibitors of human ADAM17; 370,000 compounds, 0.83% hits; P78536; recombinant ADAM17, EDANS/DABCYL FRET peptide cleavage; inhibition, % at 6.95 µM;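 active = inhibition above the mean of compounds lying between control limits plus 3 SD, set per campaign, cut at about 8.5% in these data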;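 note: 0% = DMSO-only wells as the low control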
PLCg1 inh – blocks human PLC-gamma1 enzyme activity. inhibition, % at 12.2 µM. AID 720700. purified PLC-gamma1, fluorogenic substrate, fluorescence. 370,000 compounds, 0.84% hits. P19174; in the data active = inhibition above about 9.5%
PLC-beta3 inh – PLC-beta3 (human) inhibition, primary screen | Q01970 | 370,000 compounds, 0.18% hits | Purified PLC-beta3, fluorogenic substrate, fluorescence | AID 720704 | inhibition, % at 12.2 µM; in the data active = inhibition above about 11%;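 note: 0% = median of compound wells on plate and 100% = full blocker control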
ARFGAP1 inh – inhibitors of rat ARFGAP1; Arfgap1-stimulated ARF1 GTP hydrolysis, GDP FP detection; Q62848; AID 651572; 360,000 compounds, 0.26% hits; inhibition, % at 16.5 µM;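 active = inhibition above a per-plate limit, mean inhibition of low control wells plus 3 SD, cut at about 25% in these data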;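 note: 0% = DMSO wells with enzyme and 100% = wells lacking Arfgap1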
Target sequence (Q62848 1-136 limits assumed): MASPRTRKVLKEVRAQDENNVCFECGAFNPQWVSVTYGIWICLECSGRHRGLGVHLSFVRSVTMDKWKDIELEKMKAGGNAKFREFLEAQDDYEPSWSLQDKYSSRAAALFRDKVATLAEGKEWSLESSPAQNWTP
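system = rat Arfgap1 catalytic domain, aa 1-136 | technique = FP, GDP Alexa 633 tracer displaced from anti-GDP antibody, 620/688 nm | compound = one concentration, 16.5 µM, DMSO 1.26% | medium = HEPES-based buffer, pH 7.5 | timing = compound-enzyme preincubation 20 min, reaction 120 min, detection 60 min, 25 °C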
TDP2 inh – blocks human TDP2 phosphodiesterase activity; recombinant TDP2, T5PNP hydrolysis, p-nitrophenol absorbance 415 nm; AID 720702; inhibition, % at 12.8 µM; 370,000 compounds, 0.34% hits;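 active = inhibition above the mean of all tested compounds plus 3 SD, set per campaign, cut at about 25% in these data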;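 note: 0% = DMSO with enzyme and 100% = buffer with substrate but no TDP2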
Target sequence (O95551 whole entry, looked up): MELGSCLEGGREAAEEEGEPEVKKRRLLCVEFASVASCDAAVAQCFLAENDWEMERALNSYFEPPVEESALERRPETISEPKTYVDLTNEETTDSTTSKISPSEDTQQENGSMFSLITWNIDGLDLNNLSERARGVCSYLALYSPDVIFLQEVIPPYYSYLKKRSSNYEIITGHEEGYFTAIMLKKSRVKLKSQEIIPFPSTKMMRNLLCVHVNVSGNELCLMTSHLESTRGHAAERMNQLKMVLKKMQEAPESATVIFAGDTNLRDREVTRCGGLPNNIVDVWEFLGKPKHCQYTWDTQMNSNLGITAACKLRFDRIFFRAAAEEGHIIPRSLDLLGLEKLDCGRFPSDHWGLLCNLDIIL
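System – recombinant human TDP2 · Quantity – TDP2 enzyme at 120 nM final · Doses – single concentration, 12.8 µM nominal, with 1% DMSO · Incubation – 2 h at 37 °C · Measured by – epi absorbance of p-nitrophenol freed from T5PNP by hydrolysis · Read-out – % inhibition relative to enzyme-containing and enzyme-free wells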
Numbers without * were called inactive; i = inactive; · = no result given.

The opening four entries, to show the layout:
SIAE primary,Tn7 DDE FP,ADAM10 inh,DDE Tn6 FP inh,ASAP1 GAP inh,ADAM17 inh,PLCg1 inh,PLC-beta3 inh,ARFGAP1 inh,TDP2 inh,SMILES
1,-8,12,-2,6,-1,5,-5,8,-15,CC(C)NC(=O)N(Cc1ccc(Cl)cc1)Cc1cccs1
-4,-1,i,7,-13,-200,-234,-289,15,-10,OCCNc1nc(-c2ccccc2)c2ccccc2n1
2,0,-14,6,4,-5,-1,-9,11,-6,Cc1nc(CN(C)C(=O)c2cc(COc3ccc4ncccc4c3)on2)cs1
5,-2,9,-9,-11,1,3,-16,-1,-14,CCCC(=O)Nc1sc(C(=O)OC)c(C)c1C(N)=O

Main list, from the first entry:
SIAE primary,Tn7 DDE FP,ADAM10 inh,DDE Tn6 FP inh,ASAP1 GAP inh,ADAM17 inh,PLCg1 inh,PLC-beta3 inh,ARFGAP1 inh,TDP2 inh,SMILES
1,-8,12,-2,6,-1,5,-5,8,-15,CC(C)NC(=O)N(Cc1ccc(Cl)cc1)Cc1cccs1
-4,-1,i,7,-13,-200,-234,-289,15,-10,OCCNc1nc(-c2ccccc2)c2ccccc2n1
2,0,-14,6,4,-5,-1,-9,11,-6,Cc1nc(CN(C)C(=O)c2cc(COc3ccc4ncccc4c3)on2)cs1
5,-2,9,-9,-11,1,3,-16,-1,-14,CCCC(=O)Nc1sc(C(=O)OC)c(C)c1C(N)=O
10,-9,10,-1,5,5,1,-6,3,-10,O=C(NC(=S)NNC(=O)c1ccccc1O)c1ccco1
1,-2,6,8,6,-2,3,3,18,-1,C=CCN(CC(=O)NCc1ccccc1)C(=O)c1csnn1
4,2,-1,5,-6,-6,0,-10,1,0,O=C(Cc1c[nH]c2ccccc12)N[C@@H](Cc1c[nH]c2ccccc12)C(=O)O
-2,-3,8,6,1,0,6,2,2,-6,Cc1ccc(OCC(=O)N/N=C/c2cccn2C)cc1
-4,4,2,-1,-9,-1,-1,3,14,-5,O=C(CN1C(=O)c2ccccc2S1(=O)=O)N1CCc2ccccc2C1
-5,-1,5,-1,·,-1,1,0,·,-1,O=C(CSc1nnc(-c2ccncc2)n1-c1ccc(Br)cc1)c1ccccc1
1,-9,6,7,9,1,5,-3,-5,-4,COc1ccccc1CC(=O)N1CCCC(CCC(=O)NCc2ccccc2F)C1 (stereo not drawn)
-4,-2,0,4,-3,0,0,0,3,10,COc1cc(CCC(=O)OCC(=O)Nc2c(C)cc(C)cc2C)cc(OC)c1OC
-12,6,-2,0,8,-2,1,2,-4,4,Cc1c(C)n(C(=O)CN2CCC(C(N)=O)CC2)c2ccccc12
-1,2,-10,8,0,-4,2,-1,2,6,Cc1cc2c(c(=O)o1)[C@@]1(C(=O)N(C)c3ccccc31)C1=C(CCC1=O)O2
11,-6,1,-4,-7,3,2,-5,1,-13,Cc1ccc(NNC(=O)c2c(C)noc2C)cc1Cl
3,-8,1,-9,5,0,-2,0,-12,6,Cc1cc(=O)[nH]c2c1cnn2Cc1ccccc1
-3,0,-6,4,11,-2,0,1,5,5,O=C(O)Cc1coc(-c2ccc(F)cc2)n1
10,-3,-9,4,9,-3,-1,-7,-2,5,O=C1NC[C@H](CCCCN2C[C@H](Cc3ccc(O)cc3)N(Cc3ccccc3)C(=O)C2=O)N(CCc2ccccc2)C1=O
-5,-3,-5,-3,-11,-3,0,-1,14,7,CC1CCCC(C)N1C(=O)CN1C(=O)NC2(CCOc3ccccc32)C1=O (stereo not drawn)
-9,5,3,-1,1,0,-3,1,7,-4,CCN(CC)S(=O)(=O)c1ccc(NC(=O)c2ccccn2)cc1
8,5,-3,-2,-1,0,1,0,-5,8,CCn1cc(C(=O)NCC2CCCO2)c(=O)c2cc(S(=O)(=O)N3CCC(C)CC3)ccc21 (stereo not drawn)
-3,-2,4,-1,2,6,6,-1,3,-9,O=C(c1cc(-c2ccc(Cl)cc2Cl)on1)N1CCCC1
1,1,-4,3,-23,1,-1,0,1,-5,CCN(CCO)Cc1csc2c(Br)cccc12
-15,8,-21,-14,3,-13,2,-5,-11,-3,CCC(=O)Nc1nc(-c2cc([N+](=O)[O-])cs2)cs1
-7,-3,i,-2,6,-363,-486,i,6,-9,OCCCCc1nccc2c1[nH]c1ccccc12
2,3,-14,-4,-3,-2,-1,-6,1,4,CC(C)N1CCN(S(=O)(=O)c2ccccc2)c2ccccc21
5,3,-26,5,-6,-13,-8,-17,1,-9,COc1ccc(NC(=O)Nc2cccc3ccccc23)c(OC)c1
3,5,-7,8,-17,-4,0,-11,6,-4,O=C(NCCNC(=O)c1cccnc1)c1ccc(Br)cc1
3,-4,-1,1,0,-2,1,0,3,1,COc1ccc(C(=O)NC2CCN(C(=S)Nc3cccc(C)c3)CC2)cc1
7,-10,7,-4,2,1,2,3,5,2,C=CCNc1ccc(F)c(F)c1N1CCCCCC1=O
-1,2,8,-16,8,-4,1,-6,4,10,COc1ccccc1CNC(=O)Cn1nnnc1CN(C)C(C)C
-3,2,-8,8,-22,-10,4,-1,3,1,CC(C)C(=O)N1CCC1(C)C(=O)NCc1cc(Cl)ccc1F (stereo not drawn)
-2,6,0,1,9,-3,2,1,-5,-1,CCCS(=O)(=O)N1CCCC(C(=O)NCCN(CC)CC)C1 (stereo not drawn)
7,3,-2,8,4,-3,2,1,-8,6,CC(C)c1nnc(NC(=O)CCC(=O)N2CCN(c3cccc(Cl)c3)CC2)s1
-7,3,-6,4,-8,-3,-1,5,-11,2,Cc1ccc(/C=C/C(=O)NC(=S)Nc2ccccc2C(=O)NC2CCCCC2)cc1
-3,6,1,-5,-2,-1,2,-1,5,4,Cc1ccccc1OCC(=O)Nc1cccc(NC(=O)c2ccco2)c1
1,-1,10,5,7,4,0,-1,8,7,NS(=O)(=O)c1ccc(NCc2ccccc2OCc2ccc(F)cc2)cc1
11,4,2,4,-3,-4,0,-5,6,-2,CC(=O)Nc1ccc(CN2CCN(CCC(C)C)C(CCO)C2)cc1 (stereo not drawn)
-24,-1,-98,7,1,-21,-24,-28,0,2,COc1cc2ccccc2cc1C(=O)Nc1nccs1
-3,-9,5,2,8,2,-1,-2,8,3,Cc1nn(-c2ccc(Cl)cc2)c(=O)c2ccccc12
-2,2,0,-3,0,-3,3,-2,4,14,CN(C(=O)C1CCC(CNS(=O)(=O)c2cccc3cccnc23)CC1)C1CCCCC1 (stereo not drawn)
5,4,-20,-2,12,-2,3,2,11,8,CCC(C)C(=O)OCC1(c2ccc(C)cc2OC(=O)C(C)C)CO1 (stereo not drawn)
-3,-3,6,-1,2,3,7,6,-4,-1,Cc1ccc(NS(=O)(=O)c2ccc(C(=O)NCC3CCCO3)cc2)cc1 (stereo not drawn)
-3,-8,-88,5,-2,-22,-16,-27,-15,-23,O=C(Oc1cc(Cl)ccc1Cl)C1=CC=CN2CCS(=O)(=O)N=C12
-2,-5,5,-3,4,1,-2,0,4,-11,Nc1cc([N+](=O)[O-])ccc1Nc1ccccc1
-1,-3,10,-4,-9,2,-5,-12,-11,-1,O=C(COc1cccc(F)c1)Nc1nc(-c2ccccn2)cs1
0,1,12,-2,-3,2,5,6,-6,6,C=CCN(CC=C)CCOc1ccc2ccccc2c1
4,2,1,4,-13,2,1,2,-7,5,CC(C)CSc1n[nH]c(N)n1
1,0,10,3,-4,-1,3,0,5,-7,COc1ccc(CCNC(=O)C2CCN(S(=O)(=O)c3ccc4c(c3)oc(=O)n4C)CC2)cc1OC
-5,2,-9,0,-9,0,2,2,6,-6,C=CC[C@]12C[C@@]3(O[C@H](C4CCCCC4)N=C3C[C@H](c3ccc(OC)cc3)[C@H]1C)N(Cc1ccncc1)C2=O
1,-7,-24,-3,-3,1,0,0,2,-3,CCNC(=O)C1(C)CCCN(Cc2noc(-c3ccccc3OC)n2)C1 (stereo not drawn)
-4,6,9,-6,·,4,1,3,·,5,COc1ccc(C(C(=O)N(C)C2CCCC2)N(Cc2ccc(F)cc2)C(=O)c2csc(-c3ccccc3)n2)cc1OC (stereo not drawn)
8,0,1,2,-9,-2,-2,-3,-6,0,S=C(Nc1ccc(Nc2ccccc2)cc1)N1CCN(c2ncccn2)CC1
-5,1,-2,-1,-15,-4,-4,-6,6,2,CCN(CC)CCCN=Cc1c(-c2ccccc2)[nH]n(-c2nc3ccccc3s2)c1=O
-3,-3,-4,7,9,-1,4,3,-6,9,COC(=O)c1ccccc1OCC(=O)NC1CCCCC1
9,0,-2,1,-1,-1,6,1,-14,-4,Cc1ccc(S(=O)(=O)NCCC(=O)NNc2c(F)c(F)cc(F)c2F)cc1
1,0,-2,1,-13,1,4,3,-5,9,Cc1cc(NC(=O)CSc2nnc(C3CC3)n2-c2ccccc2)no1
8,-4,-5,2,2,1,-2,3,-3,4,O=Nc1c(-c2ccccc2)n(O)[n+]([O-])c1-c1ccccc1
1,0,-7,1,-15,-4,-2,-8,5,9,CC(=O)N1CCC(=NNc2ncc(C(F)(F)F)cc2Cl)CC1
-6,-4,-1,-1,0,3,-3,-8,10,12,O=C(CCCN1C(=O)S/C(=C/C=C/c2ccccc2)C1=O)Nc1ccc(C(=O)O)cc1

Further structures follow:
SIAE primary,Tn7 DDE FP,ADAM10 inh,DDE Tn6 FP inh,ASAP1 GAP inh,ADAM17 inh,PLCg1 inh,PLC-beta3 inh,ARFGAP1 inh,TDP2 inh,SMILES
-11,-9,13,-9,-9,5,12*,5,-16,-18,C=CCSC1=N/C(=C\c2cc(OCC)c(OC(C)=O)c([N+](=O)[O-])c2)C(=O)S1
-1,-4,1,8,9,1,2,-2,11,-11,COC(=O)CN1C(CN2CCOCC2)=Nc2ccc(Br)cc2C1c1ccccc1 (stereo not drawn)
1,1,6,3,3,-1,-2,-5,-2,5,COc1ccc(Br)cc1S(=O)(=O)NCCc1cccs1
-11,-2,6,-10,-7,4,8,-5,1,-3,CNC(=S)/N=C/NOCc1ccc(Cl)cc1Cl
0,-4,2,7,0,3,0,1,-3,-11,Cc1cccc(C(=O)O/N=C(\c2ccccc2)c2cccnc2)c1
-3,3,2,1,-7,-6,0,-6,5,13,Cc1ccc(CNC(=O)c2ccc3c(c2)NC(=O)C(N2CCOCC2)S3)cc1 (stereo not drawn)
3,-3,2,2,-8,2,-4,-7,8,-6,CCOC(=O)Cc1csc(NC(=O)/C=C\c2ccccc2)n1
1,-1,-6,-3,-4,-4,-2,2,2,-5,C=CCN1C(=O)CN=C1Nc1cc(C)ccc1C
3,-5,-9,-4,-7,2,5,2,14,-3,O=C(c1ccccc1Sc1ccc([N+](=O)[O-])cc1Cl)N1CCOCC1
